Screening data from PubChem BioAssay.
VHR inh abs = VHR1 phosphatase inhibitors, primary screen, biochemical, absorbance, uHTS; Dual specificity protein phosphatase 3 (Homo sapiens), P51452; recombinant VHR phosphatase, pNPP absorbance; inhibition, % at 13.3 µM; 290,000 tested, 0.52% active; AID 1654, 2009; in the data active means inhibition above about 50%; further: some compounds called inactive have numbers as strong as hits
Target sequence (P51452 whole entry, looked up): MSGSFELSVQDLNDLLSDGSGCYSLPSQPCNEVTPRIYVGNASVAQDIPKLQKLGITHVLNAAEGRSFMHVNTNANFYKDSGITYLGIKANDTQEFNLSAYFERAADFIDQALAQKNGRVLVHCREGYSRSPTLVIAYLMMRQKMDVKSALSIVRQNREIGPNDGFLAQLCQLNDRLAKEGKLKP
Mtb BioA inh = M. tuberculosis BioA enzyme inhibitors, primary screen, biochemical, plate reader, single point, HTS; inhibition, % at 9.99 µM; purified M. tuberculosis BioA enzyme; 7,8-diaminopelargonic acid synthase BioA (Mycobacterium tuberculosis); 360,000 tested, 0.096% active; in the data active means inhibition above about 40%; inconclusive means no clear call, values can overlap the other calls
BoNT F protease = BoNT/F light chain protease inhibitors, primary screen, biochemical, flow cytometry, MLPCN library; 360,000 tested, 0.22% active; Botulinum neurotoxin type F light chain protease (Clostridium botulinum); inhibition, % at 10 µM; AID 588497, 2011; Multiplex microsphere protease cleavage assay; in the data active means inhibition above about 35%, passing the limit was not always enough; inconclusive means no clear call, values can overlap the other calls; further: plate controls were buffer without enzyme for full effect and enzyme alone for no effect
Mtb FBA inh = Mtb FBA enzyme inhibitors, primary screen, biochemical, fluorescence, strain H37Rv; Fructose-bisphosphate aldolase (Mycobacterium tuberculosis (strain ATCC 25618 / H37Rv)), …; purified M. tuberculosis FBA, fluorescence read-out; inhibition, % at 1 µM; 360,000 tested, 2.3% active; in the data active means inhibition above about 27%;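 further: 0% = vehicle and 100% = reference inhibitor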
Target sequence (P9WQA3 whole entry, looked up): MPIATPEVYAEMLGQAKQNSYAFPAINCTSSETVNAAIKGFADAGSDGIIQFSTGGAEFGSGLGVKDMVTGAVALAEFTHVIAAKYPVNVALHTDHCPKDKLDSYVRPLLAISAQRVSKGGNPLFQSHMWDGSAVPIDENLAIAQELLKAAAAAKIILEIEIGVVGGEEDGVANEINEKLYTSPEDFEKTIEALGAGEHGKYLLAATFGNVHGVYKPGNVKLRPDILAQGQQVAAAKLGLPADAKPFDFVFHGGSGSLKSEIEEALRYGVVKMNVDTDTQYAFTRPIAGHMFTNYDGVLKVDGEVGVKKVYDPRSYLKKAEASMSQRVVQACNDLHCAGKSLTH
MazF activator = activators of E. coli MazEF toxin-antitoxin RNase, primary screen, biochemical, fluorescence, uHTS; activation, % at 20 µM; Endoribonuclease toxin MazF (Escherichia coli (strain K12)), P0AE70; FAM/BHQ RNA-DNA oligo cleavage fluorescence, 5 h; AID 504720, 2011; 350,000 tested, 0.32% active; in the data active means activation above about 50%
Target sequence (P0AE70 whole entry, looked up): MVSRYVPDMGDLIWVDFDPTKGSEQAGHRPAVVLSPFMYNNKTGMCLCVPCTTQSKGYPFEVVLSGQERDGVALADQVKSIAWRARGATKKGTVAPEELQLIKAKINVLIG
Rv3671c protease = Rv3671c serine protease inhibitors, primary screen, biochemical, fluorescence polarization, M. tuberculosis H37Rv | 320,000 tested, 0.048% active | inhibition, % at 5.96 µM | AID 2606, 2010 | P9WHR9; in the data active means inhibition above about 38%;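 further: extracellular domain of Rv3671c used as enzyme; 0% = enzyme with DMSO and 100% = no enzyme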
CCHFV vOTU inh = CCHFV vOTU protease inhibitors, primary screen, biochemical, Pep-AMC substrate, fluorescence | Crimean-Congo hemorrhagic fever virus L polyprotein viral ovarian tumor (vOTU) protease … | inhibition, % at 11.5 µM | 370,000 tested, 0.55% active | AID 651958, 2012; further: 0% = vehicle wells with enzyme and 100% = no enzyme wells
Mtb UGM inh = M. tuberculosis UGM enzyme inhibitors, primary screen, biochemical, fluorescence polarization, single point; purified UGM, fluorescence polarization probe displacement; inhibition, % at 10 µM; UDP-galactopyranose mutase (Mycobacterium tuberculosis (strain ATCC 25618 / H37Rv)), …; 320,000 tested, 0.06% active; in the data active means inhibition above about 10%, passing the limit was not always enough; inconclusive means no clear call, values can overlap the other calls
Target sequence (P9WIQ1 whole entry, looked up): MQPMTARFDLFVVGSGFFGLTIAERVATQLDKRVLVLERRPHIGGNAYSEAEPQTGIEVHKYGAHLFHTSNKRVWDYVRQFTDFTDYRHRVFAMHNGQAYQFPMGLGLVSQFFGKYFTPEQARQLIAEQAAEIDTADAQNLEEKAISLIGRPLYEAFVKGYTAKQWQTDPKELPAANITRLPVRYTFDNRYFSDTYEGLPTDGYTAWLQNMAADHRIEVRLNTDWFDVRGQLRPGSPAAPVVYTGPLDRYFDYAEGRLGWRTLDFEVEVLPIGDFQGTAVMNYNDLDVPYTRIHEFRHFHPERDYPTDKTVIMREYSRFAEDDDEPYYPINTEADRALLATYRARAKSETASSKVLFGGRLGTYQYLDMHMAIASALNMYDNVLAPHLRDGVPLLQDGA
FadD28 FP inh = inhibitors of FadD28 bisubstrate probe binding, primary screen, biochemical, fluorescence polarization, single point; inhibition, % at 12.5 µM; 360,000 tested, 0.22% active; Mycobacterium tuberculosis FadD28 fatty-acid-AMP ligase; in the data active means inhibition above about 8.5%, passing the limit was not always enough; inconclusive means no clear call, values can overlap the other calls
GDH-TPI counter = GDH-TPI coupling enzyme inhibitors, primary screen, artefact control for M. tuberculosis FBA inhibitor project, biochemical, absorbance, full deck. 360,000 tested, 1.2% active. inhibition, % at 4.8 µM. GDH-TPI coupled enzyme counterscreen, NADH absorbance. AID 588335, 2011;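 further: 0% = DMSO wells and 100% = wells lacking the enzyme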
Starred values were filed as active, the others as inactive; ? = inconclusive; . = no result given; + = active, no number. Unless noted, no stated cut-off is given here; in the data, active means inhibition above about 30%; inactive means the rest.

SMILES	VHR inh abs	Mtb BioA inh	BoNT F protease	Mtb FBA inh	MazF activator	Rv3671c protease	CCHFV vOTU inh	Mtb UGM inh	FadD28 FP inh	GDH-TPI counter
Cc1cc(C)n2nc(SCc3ccccc3F)nc2n1	14	1.4	-3	+	-3	-14	-11	-1.6	-3.8	-4
Cc1ccc(C2CC(c3ccco3)=NN2S(C)(=O)=O)cc1 (stereo not drawn)	2	0.4	6	0	-6	0	-1	3.7	-3.8	3
COC(=O)CNC(=O)Cn1c(=O)n(Cc2ccc(F)cc2)c(=O)c2sccc21	1	-1.7	-26	6	-28	4	-9	1.3	-1.9	11
CC(C)CC(=O)Nc1ccccc1Oc1ccccc1	-11	0.2	.	0	3	-1	6	-2.6	-2.2	-3
Nc1[nH]c(=O)nc2snnc12	.	.	-3	1	3	.	1	.	-1.0	9
COc1cccc(C(=O)/C=C2\NCCc3cc(OC)c(OC)cc32)c1	10	.	?	2	4	-7	1	0.3	-2.9	26
CCOc1ccc(NC(=S)Nc2ccc(OC)cc2)cc1	15	0.2	-6	1	0	-2	7	0.5	0.0	3
CC(=O)Nc1ccc(N=Cc2nc(-c3ccc(C)cc3)oc2O)cc1	-16	-1.1	-3	-1	245*	-7	-5	3.2	-3.8	8
CCOC(=O)C1=C(N)OC2=C(C(=O)CCC2)C1c1ccc2c(c1)OCO2 (stereo not drawn)	.	-0.6	?	-2	12	2	0	2.4	0.7	16
CN(C)CCCN(CCCN(C)C)C(=S)Nc1ccc(S(=O)(=O)N2CCOCC2)cc1	9	-0.7	-2	-2	2	7	-6	-1.5	-2.1	6
COc1cccc(CNCCO)c1OCc1ccc(Cl)cc1	16	.	-4	-2	7	5	0	-0.7	-2.4	-3
CC(CCCC(C)(C)O)NC(=O)c1ccc(OC2CCN(C(=O)C3CC3)CC2)cc1 (stereo not drawn)	35	-2.9	-2	-4	6	3	-12	-2.5	-3.2	-6
CCCN1CCN(C(=O)c2ccc(S(=O)(=O)N(C)c3ccccc3OC)cc2)CC1	.	9.6	2	1	10	.	0	.	1.0	0
O=C(Nc1cccc([N+](=O)[O-])c1)c1ccc2nc(N3C(=O)CCC3=O)sc2c1	3	5.7	-8	-5	3	-35	15	-0.5	-0.4	-7
COc1ccc(CN(C)C(C)C(=O)Nc2ccc(S(=O)(=O)N3CCCCC3)cc2)c(OC)c1 (stereo not drawn)	.	1.5	-14	3	-2	6	11	0.7	-1.2	2
O=C(O)CC/C(=C\c1ccc(N2CCCC2)c([N+](=O)[O-])c1)c1nc2ccccc2s1	15	.	1	-5	3	3	33*	-0.5	?	18
CC1C/C(=N/Nc2nc3ccccc3[nH]2)CC(C)(C)C1 (stereo not drawn)	-10	.	-16	1	10	17	-8	1.8	-0.7	7
C=CCn1c(COc2cccc(C)c2)nnc1SC(C)C(=O)NC1CC1 (stereo not drawn)	.	1.6	0	-1	8	2	-3	-2.9	-1.9	5
COc1ccccc1NC(=O)c1ccc(NC2=NC3CS(=O)(=O)CC3S2)cc1 (stereo not drawn)	25	-1.2	-3	2	4	1	4	-1.3	0.3	0
O=[N+]([O-])c1ccccc1Nc1c2ccccc2nc2ccccc12	-13	.	-9	5	-4	7	-12	-1.0	-1.0	5

Brought forward from above: four entries; new compounds follow.
SMILES	VHR inh abs	Mtb BioA inh	BoNT F protease	Mtb FBA inh	MazF activator	Rv3671c protease	CCHFV vOTU inh	Mtb UGM inh	FadD28 FP inh	GDH-TPI counter
CC1C/C(=N/Nc2nc3ccccc3[nH]2)CC(C)(C)C1 (stereo not drawn)	-10	.	-16	1	10	17	-8	1.8	-0.7	7
C=CCn1c(COc2cccc(C)c2)nnc1SC(C)C(=O)NC1CC1 (stereo not drawn)	.	1.6	0	-1	8	2	-3	-2.9	-1.9	5
COc1ccccc1NC(=O)c1ccc(NC2=NC3CS(=O)(=O)CC3S2)cc1 (stereo not drawn)	25	-1.2	-3	2	4	1	4	-1.3	0.3	0
O=[N+]([O-])c1ccccc1Nc1c2ccccc2nc2ccccc12	-13	.	-9	5	-4	7	-12	-1.0	-1.0	5
Cn1c(=O)c2cc(S(=O)(=O)N3CCC(c4ccccc4)CC3)ccc2n(C)c1=O	18	0.1	-4	-2	27	3	7	-1.4	-2.4	-5
Nc1nc(=S)c2[nH]cnc2[nH]1	.	0.8	1	-3	-1	7	12	4.6	-3.8	27
NNC(=O)c1[nH]c2ccc([N+](=O)[O-])cc2c1-c1ccccc1	-16	-8.7	0	-2	1	-9	7	-1.0	-1.5	7
COc1ccccc1CCc1nnc(CCC(=O)N(C)Cc2cccc3ncccc23)o1	25	.	2	159*	2	9	-13	-0.5	0.1	-2
CCC(CC)c1nnc(NC(=O)CSCC(=O)Nc2cc(C)on2)s1	.	-1.0	-6	-2	-9	2	2	-2.9	-0.4	7
COc1ccc(C2=NC(=O)/C(=C\c3cc(OC)c(OC)c(OC)c3)O2)cc1	-18	.	22	4	5	-2	-14	3.0	-1.2	10
O=S(=O)(c1ccccc1Cl)N1CCC(Cc2ccccc2)CC1	-12	-1.8	-14	0	-1	-7	-12	-1.6	-0.6	-5
O=C(c1cccc2ccccc12)C1CCCN(C(=O)c2ccc(N3CCOCC3)cc2)C1 (stereo not drawn)	-5	0.3	-6	1	6	3	-1	-2.7	-0.3	4
O=C(COc1ccc(S(=O)(=O)N2CCOCC2)cc1)NCCCn1ccnc1	28	4.6	-6	-2	0	1	-15	0.2	1.0	0
CC1(C)CC(=O)C2=C(C1)NC1=C(C(=O)c3ccccc31)C2c1cc([N+](=O)[O-])ccc1O (stereo not drawn)	29	.	-4	-6	3	27	26	-1.7	21*	23
CSc1cccc(NC(=S)NCCCN2CCN(c3ccc(F)cc3)CC2)c1	24	-1.0	-2	3	5	2	0	0.4	-2.4	1
COc1ccc(N(CC(=O)NC2CCCCC2)S(=O)(=O)c2cccnc2)cc1	34	-0.8	-10	-1	12	-9	-5	1.6	-3.0	-3
CCOC(=O)c1nnn2c1nc(N1CCN(c3ccccc3)CC1)c1ccccc12	32	.	?	5	0	7	-13	-0.1	-3.3	-2
CC1CCN(CC(=O)N(C)c2c(N)n(Cc3ccccc3)c(=O)[nH]c2=O)CC1	.	-1.2	-6	5	-16	.	-3	.	3.2	1
Cc1ccc2c(c1)c1c(n2CC(O)CNC2CCCC2)CCCC1 (stereo not drawn)	20	0.8	-16	7	21	10	12	0.0	-3.8	-1
Fc1ccc(CO/N=C/C2=C(Cl)c3ccccc3CC2)cc1	11	.	2	1	6	0	9	-1.5	-3.8	3
O=C1Nc2cc(Cl)cnc2N2CCCC12 (stereo not drawn)	-5	2.3	-3	0	0	-16	21	4.5	-2.7	15
Cc1cc(C)n(-c2ccccc2[N+](=O)[O-])n1	22	.	2	3	-31	-1	6	-2.9	-1.2	2
COc1cc(CN2CCCC(C)C2)cc([N+](=O)[O-])c1O (stereo not drawn)	22	0.9	-2	-4	-17	2	-3	3.4	-0.6	6
CCOCc1c(C(=O)Nc2cc(OCC)c(N3CCOCC3)cc2OCC)oc2ccccc12	7	.	-5	3	2	10	2	-3.0	-2.2	-3
CCC1NC(=O)c2cccnc2-n2c1nc1ccc(C)cc1c2=O (stereo not drawn)	.	2.5	-8	1	4	.	-1	.	-0.8	7
O=[N+]([O-])c1ccc(C2CCCC/C2=N\OCc2cccc(F)c2)c([N+](=O)[O-])c1 (stereo not drawn)	6	-6.1	-9	1	-3	-1	7	2.0	-1.4	22
NC(=O)c1ccc(-c2noc(-c3cccc(Cl)c3)n2)cc1	.	0.8	-7	1	-47	3	-5	-2.1	-2.7	3
CCOc1ccc(S(=O)(=O)NCCCN2CCOCC2)c2ccccc12	11	-0.4	-6	5	-2	-4	1	-2.4	-0.4	11
CCOc1ccccc1Nc1nnc(SCC(=O)Nc2cc(C)on2)s1	-9	-2.6	2	1	4	-4	6	-3.8	-1.0	21
CC(=O)c1cnc2nc(C)nn2c1C	14	0.0	0	1	7	-6	4	4.8	-1.1	2
Cc1ccc(N2C(=O)NC(=O)C3(Cc4ccccc4N4CCCC43)C2=O)cc1 (stereo not drawn)	-5	-1.7	2	3	-2	-4	5	0.2	-5.1	9
CN(C)CCNC(=O)Cc1ccc([N+](=O)[O-])cc1	-2	.	-7	0	-4	1	-2	-0.8	0.3	2
CCc1ccccc1Nc1nn2c(=O)c3ccc(C(=O)NCc4ccccn4)cc3nc2s1	34	-1.4	3	0	7	-13	19	-1.6	-2.1	16
O=C(O)Cc1sc(N/N=C\c2ccncc2)nc1-c1ccccc1	8	.	-9	-7	-95	3	9	-2.5	0.5	23
NCCCC[C@H]1CNC(=S)N1CCc1cc(C(F)(F)F)cc(C(F)(F)F)c1	7	0.0	-3	0	5	-16	0	4.3	-6.4	8
COc1cc(C(=O)Nc2cc(C(F)(F)F)ccc2Cl)cc(OC)c1OC	17	0.3	2	2	0	-5	6	1.5	-4.6	3
CC(=O)c1c(C)[nH]c(C(=O)Nc2nc(C)cs2)c1C	14	-2.9	-4	-1	-3	-9	19	-2.8	-1.9	12
CC(=O)Nc1ccc(S(=O)(=O)N(C)S(=O)(=O)c2ccc(F)cc2)cc1	-12	4.4	-1	1	2	-6	-9	-2.5	-3.6	3
N/C(=N\OC(=O)c1ccncc1)c1cccc([N+](=O)[O-])c1	2	0.8	?	-6	3	0	-8	1.2	-4.6	-21
COc1ccc(Cl)cc1NC(=O)CSc1ncnc2c1oc1ccccc12	9	.	-2	1	-27	-10	6	-2.1	-2.1	7
CN1CCN(S(=O)(=O)c2ccc(Oc3ccc(Br)cc3F)nc2)CC1	.	0.1	-2	7	1	-3	-2	1.6	-2.4	8
CCNC(=O)N1CCN(CCCC(c2ccc(F)cc2)c2ccc(F)cc2)CC1	.	1.1	-6	2	5	4	10	-0.3	-1.5	12
CC(=O)c1ccc([C@H]2C[C@@]34CN(C(=O)OC(C)(C)C)S(=O)(=O)[C@H]3C[C@H]2O4)cc1	18	-0.6	-2	4	-15	-3	-5	0.0	-1.5	8
COc1ccc(C(=O)N/N=C/c2ccc3cccc(OCc4ccccc4)c3n2)cc1	-12	-0.2	3	63*	-27	-122	-22	-2.1	-14	23
CCCCn1c(=O)c2ccccc2n2c(=S)[nH]nc12	2	.	-3	-1	5	-4	5	-1.6	0.1	3
O=C(c1cc([N+](=O)[O-])ccc1Cl)N1CCN(c2ccc([N+](=O)[O-])cc2)CC1	16	.	1	-4	5	-7	4	0.7	0.7	9
O=C(COC(=O)c1ccccc1C(=O)c1ccc(Cl)cc1)NC(c1ccccc1)c1ccccc1	23	.	1	-1	-7	0	6	1.4	-1.4	9

In another format: results already given
SMILES: CCc1ccccc1Nc1nn2c(=O)c3ccc(C(=O)NCc4ccccn4)cc3nc2s1
  VHR inh abs: 34	Mtb BioA inh: -1.4	BoNT F protease: 3	Mtb FBA inh: 0	MazF activator: 7	Rv3671c protease: -13	CCHFV vOTU inh: 19	Mtb UGM inh: -1.6	FadD28 FP inh: -2.1	GDH-TPI counter: 16

SMILES: O=C(O)Cc1sc(N/N=C\c2ccncc2)nc1-c1ccccc1
  VHR inh abs: 8	Mtb BioA inh: .	BoNT F protease: -9	Mtb FBA inh: -7	MazF activator: -95	Rv3671c protease: 3	CCHFV vOTU inh: 9	Mtb UGM inh: -2.5	FadD28 FP inh: 0.5	GDH-TPI counter: 23
